BoNT F protease – inhibitors of Botulinum neurotoxin F light chain protease. Multiplex microsphere protease cleavage assay, flow cytometry. inhibition, % at 10 µM. actives 0.22% (n = 360,000). AID 588497; in the data active = inhibition above about 35%, passing the limit was not always enough; inconclusive = no clear call, values can overlap the other calls; also: plate controls were buffer without enzyme for full effect and enzyme alone for no effect
MazF activator – increases E. coli MazEF RNase cleavage of RNA. activation, % at 20 µM. FAM/BHQ RNA-DNA oligo cleavage fluorescence, 5 h. actives 0.32% (n = 350,000); in the data active = activation above about 50%
Target sequence (P0AE70 whole entry, looked up): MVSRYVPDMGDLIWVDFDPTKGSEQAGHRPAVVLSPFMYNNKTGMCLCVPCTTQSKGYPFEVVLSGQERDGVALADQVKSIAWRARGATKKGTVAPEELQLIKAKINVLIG
Anthrax LF inh2 – anthrax lethal factor protease inhibition; P15917; inhibition, % at 10 µM; multiplex microsphere protease cleavage assay, LF; actives 0.12% (n = 360,000); also: plate controls were buffer without enzyme for full effect and enzyme alone for no effect
Target sequence (P15917 whole entry, looked up): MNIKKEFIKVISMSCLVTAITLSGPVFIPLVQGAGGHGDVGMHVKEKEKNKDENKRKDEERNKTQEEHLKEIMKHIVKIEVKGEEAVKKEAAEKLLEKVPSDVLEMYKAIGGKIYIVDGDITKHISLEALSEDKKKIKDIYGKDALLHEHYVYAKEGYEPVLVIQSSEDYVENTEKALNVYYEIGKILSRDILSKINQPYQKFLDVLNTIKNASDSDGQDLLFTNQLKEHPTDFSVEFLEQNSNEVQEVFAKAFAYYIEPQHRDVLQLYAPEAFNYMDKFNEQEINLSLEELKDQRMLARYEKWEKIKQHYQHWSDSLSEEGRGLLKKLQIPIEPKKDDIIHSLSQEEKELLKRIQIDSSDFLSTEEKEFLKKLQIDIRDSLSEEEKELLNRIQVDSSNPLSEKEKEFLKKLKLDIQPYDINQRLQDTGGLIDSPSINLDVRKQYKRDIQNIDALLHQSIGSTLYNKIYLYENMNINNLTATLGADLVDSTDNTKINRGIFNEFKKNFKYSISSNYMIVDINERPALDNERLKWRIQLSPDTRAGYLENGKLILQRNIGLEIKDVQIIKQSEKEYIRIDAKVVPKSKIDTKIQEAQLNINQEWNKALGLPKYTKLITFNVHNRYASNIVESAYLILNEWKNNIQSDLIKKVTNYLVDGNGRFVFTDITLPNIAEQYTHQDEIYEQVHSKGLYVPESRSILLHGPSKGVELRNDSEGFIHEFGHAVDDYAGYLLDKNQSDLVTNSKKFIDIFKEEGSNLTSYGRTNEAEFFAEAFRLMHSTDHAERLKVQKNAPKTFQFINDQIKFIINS
CCHF vOTU inh – blocks the CCHF virus ovarian tumor domain protease. CCHFV vOTU protease, Pep-AMC fluorescence. inhibition, % at 11.5 µM. actives 0.55% (n = 370,000); in the data active = inhibition above about 30%; also: 0% = vehicle wells with enzyme and 100% = no enzyme wells
PrPC TRFRET – inhibitors of human cell surface prion protein PrPC | AID 720596 | TR-FRET read-out | inhibition, % at 13.8 µM | actives 0.43% (n = 370,000); in the data active = inhibition above about 24%; also: 0% = median of the test wells and 100% = reference compound wells
3CLpro inhibitor – SARS-CoV 3CLpro protease inhibition | P0C6X7 | recombinant SARS-CoV 3CLpro, quenched FRET peptide cleavage | inhibition, % at 6 µM | actives 0.14% (n = 290,000) | AID 1706; in the data active = inhibition above about 12%
PriA SSB inh – K. pneumoniae PriA-SSBct interaction inhibition. AlphaScreen SSBct-PriA binding, biotinylated peptide. inhibition, % at 33 µM. actives 0.6% (n = 430,000). AID 1272365; in the data active = inhibition mostly above about 37%, no sharp cut-off; inactive = mostly below about 20%;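 also: plate controls were negative control peptide for no effect and reference peptide for full effect; strong numbers were not always called active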
VHR inh abs – blocks human VHR1 dual specificity phosphatase | P51452 | AID 1654 | inhibition, % at 13.3 µM | recombinant VHR phosphatase, pNPP absorbance | actives 0.52% (n = 290,000); in the data active = inhibition above about 50%; also: some compounds called inactive have numbers as strong as hits
BoNT-A LC inh2 – blocks Botulinum neurotoxin A light chain protease. multiplex microsphere protease substrate cleavage, flow cytometry. inhibition, % at 10 µM. actives 0.17% (n = 360,000). AID 588499; also: plate controls were buffer without enzyme for full effect and enzyme alone for no effect
Rv3671c inh – inhibits the M. tuberculosis serine protease Rv3671c. AID 2606. actives 0.048% (n = 320,000). inhibition, % at 5.96 µM. P9WHR9; in the data active = inhibition above about 38%;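 also: extracellular domain of Rv3671c used as enzyme; 0% = enzyme with DMSO and 100% = no enzyme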
Starred values were filed as active, the others as inactive; ? = inconclusive; · = not tested or not shown. Rule as the data show it, unless noted: active = inhibition above about 30%; inconclusive = no clear call, values can overlap the other calls; inactive = below that.

SMILES	BoNT F protease	MazF activator	Anthrax LF inh2	CCHF vOTU inh	PrPC TRFRET	3CLpro inhibitor	PriA SSB inh	VHR inh abs	BoNT-A LC inh2	Rv3671c inh
COc1cccc(N2CC(C(=O)Oc3ccc4ccccc4c3)CC2=O)c1 (configuration not stated)	-10	2	-21	1	-3	-5	-4	0	-1.1	0
CC(=O)NC(CC(=O)NCC(c1ccco1)N(C)C)c1ccccc1 (configuration not stated)	·	4	·	-4	-1	0	-8	-8	·	4
Cc1c(Cc2ccccc2)c(=O)oc2cc(OCC(=O)N3CCC(C(N)=O)CC3)ccc12	8	1	6	-74	-4	-2	-3	33	0.7	-1
Cc1ccc(S(=O)(=O)N2CCCOC2CNC(=O)C(=O)NCc2ccco2)cc1 (configuration not stated)	-4	3	-1	-14	0	-8	-21	-5	0.1	0
O=C(C1CCN(Cc2nc(Cc3cccc(F)c3)no2)CC1)N1CCOCC1	-4	5	-3	-5	0	1	-7	3	0.8	-7
NP(=O)(Oc1ccccc1)Oc1ccccc1	-4	11	-3	11	-4	·	-1	·	-0.3	·
Cc1cccc(NC(=O)COC(=O)c2ccc(S(=O)(=O)N3CCCCCC3)cc2)c1	-13	-7	3	3	-8	·	-7	·	-3.0	·
CC(=O)N1CCc2ccc(S(=O)(=O)N3CCc4ccccc43)cc21	-7	-5	-8	-9	14	1	6	8	-0.3	4
CCc1cccc(CC)c1NC(=S)N1CCn2cccc2C1c1cccnc1 (configuration not stated)	-4	3	-2	-8	-9	-2	1	28	-1.2	-4
COc1cccc(Sc2ccccc2/C=N/NC(N)=O)c1	-3	-6	-2	13	13	6	·	-3	-0.5	-33
CCc1cc(Cn2nc(-c3ccccc3)cc2C(=O)NCC2CC2)on1	-5	2	0	2	-2	·	-30	·	-0.6	-10
COCCn1c(C)cc(C(=O)COc2cccnc2[N+](=O)[O-])c1C	-8	2	-1	5	-5	6	-16	22	-0.3	-7
CSCC[C@@H](C(=O)NCCCCCCCCCCC(=O)N1CCNCC1)n1cc(CCO)nn1	4	8	-3	5	1	·	-14	·	0.6	3
Cc1snnc1C(=O)NC(=S)Nc1ccccc1	·	10	·	6	1	-4	-1	27	·	8
CCC(c1nnc(SCC(=O)Nc2ccc(N3CCOCC3)cc2)n1Cc1ccccc1)N(C)C (configuration not stated)	17	3	4	-3	-5	·	-1	·	7.0	4
COc1c(C)cc(C(=O)C2CCCN(C(=O)CCc3scnc3C)C2)cc1C (configuration not stated)	-1	13	-2	-6	-2	-1	-7	26	-1.1	-17
O=C(CCC(=O)OCc1cccc([N+](=O)[O-])c1)Nc1ccc(F)cc1	-2	-6	0	-6	1	-1	8	1	-0.9	1
CCOC(=O)N1CCN(C(=O)CSc2nnc(-c3ccc(C)c(C)c3)o2)CC1	0	-4	2	8	-8	0	-18	25	0.1	0
O=C(NCc1cccc(Cl)c1)c1ccc(CS(=O)Cc2ccc(Cl)cc2)o1 (configuration not stated)	-9	1	-3	5	6	6	-3	-4	1.3	3
COCCN(C(=O)CSc1nnc(-c2ccccc2F)o1)c1c(N)n(CC(C)C)c(=O)[nH]c1=O	6	-21	-4	-5	0	·	-14	·	-0.2	8
COc1ccc(CNS(=O)(=O)c2ccc(S(=O)(=O)NC3CC3)cc2)cc1	-12	-28	-6	1	-6	1	4	22	-5.7	-5
Cc1cc(C(=O)Nc2sc3c(c2C#N)CCC(C)C3)no1 (configuration not stated)	2	-10	0	-7	4	1	0	10	0.3	-6
O=C(CNC(=O)c1ccco1)NCC(=O)OCc1cccc(Cl)c1	17	0	4	2	-4	-3	0	33	2.0	0
FC(F)(F)Oc1ccccc1C(c1nnnn1C1CCCCC1)N1CCN(C/C=C/c2ccccc2)CC1 (configuration not stated)	-17	·	-4	13	3	·	·	·	-1.4	·
NC(=O)NC(=O)CN1C(=O)NC(c2ccccc2)(c2ccccc2)C1=O	-2	-1	1	18	-4	-2	3	-17	0.7	-1

The list goes on.
SMILES	BoNT F protease	MazF activator	Anthrax LF inh2	CCHF vOTU inh	PrPC TRFRET	3CLpro inhibitor	PriA SSB inh	VHR inh abs	BoNT-A LC inh2	Rv3671c inh
Cc1ccc(CN2CCSc3ccc(C(=O)NCc4cccnc4)cc32)cc1	-7	-4	-1	-59	3	2	20	6	-0.1	6
COc1ccccc1NC(=O)CN1C(=O)COc2ccc(S(=O)(=O)N3CCOCC3)cc21	0	1	-2	13	-1	-2	-13	18	0.8	-7
COC[C@@H]1NS(=O)(=O)c2ccc(Br)cc2O[C@H]1c1ccccc1	1	-2	-4	3	7	·	-21	·	-0.1	·
COc1ccc(S(=O)(=O)NC(C)C(=O)NCc2ccncc2)cc1OC (configuration not stated)	21	-1	-2	2	-3	-8	-12	26	0.7	3
N[C@@H](CO)c1nnc([C@H](Cc2ccc(O)cc2)NC(=O)C2CCNCC2)o1	-8	3	5	-3	-5	-5	0	14	0.2	1
COc1ccc(/C=N/NC(=O)c2ccn[nH]2)cc1CSc1ccccn1	0	4	0	7	3	-1	·	10	-0.2	-18
O=C(NCc1ccco1)c1ccc2nc([C@@H]3O[C@H](CO)[C@H](O)[C@H](O)[C@H]3O)[nH]c2c1	-3	·	-6	-5	-9	·	·	·	0.1	·
COC(=O)C1=C(c2ccc(C(C)=O)cc2)C[C@@H]2CC[C@H]1N2C(=O)N1CCOCC1	-4	8	1	4	9	·	7	·	-0.4	-3
O=C(CSc1nnc2ccccn12)Nc1cccc(S(=O)(=O)N2CCOCC2)c1	-1	-1	-2	0	7	2	-2	12	0.1	1
Cc1ccc(N(C)C(=O)CCNC(=O)Cn2cnc3ccccc3c2=O)cc1C	-6	-22	-3	11	-2	2	0	13	-1.6	-3
COc1cc2c(c(OC)c1OC)-c1c(cc(OC)c(OC)c1OC)C[C@](C)(O)[C@@H](C)C2	0	2	-5	-2	-5	·	-12	-4	-0.2	0
CCOC(=O)CSc1nc2ccsc2c(=O)[nH]1	-3	13	-4	0	10	-3	1	-17	-1.0	-6
Nc1ccn(-c2ccc(Cl)cc2)c(=O)c1	1	4	0	6	-3	-2	-21	4	-0.5	-2
O=C(COC(=O)CCN1C(=O)c2ccccc2C1=O)Nc1ccc(S(=O)(=O)N2CCCC2)cc1	-6	4	-4	19	-1	1	-14	11	-0.2	-6
O=C(Nc1ccc(F)cc1)c1ccccc1S(=O)(=O)c1ccccc1[N+](=O)[O-]	-6	-6	-1	-10	-2	2	-7	-7	0.0	-18
CCCCCn1c(=O)[nH]c2cc(C(=O)NCCCN(CC)CC)ccc2c1=O	-1	5	-2	-11	-4	2	-7	19	0.4	-5
Cc1[nH]c2ccc(C(=O)N3CCN(Cc4ccccc4)CC3)cc2c1C	-3	-19	-3	1	4	-1	6	18	0.4	-3
C[C@H]1CN([C@@H](C)CO)C(=O)Cc2cc(NC(=O)CCC(F)(F)F)ccc2O[C@H]1CN(C)C(=O)Nc1ccc(F)cc1	1	0	-3	6	-7	·	-11	·	-0.1	4
O=C1NCC(O)=C1C=NCCCO	-8	-3	-2	-4	-4	-2	-13	6	-0.2	13
CCOC(=O)C1=CNS(=O)(=O)NC1c1ccc(OC(C)=O)cc1 (configuration not stated)	2	6	-6	-3	-2	·	-5	·	-0.6	·
Cc1cc(NC(=O)CCC(=O)N(Cc2ccco2)C2(C(=O)NC3CCCCC3)CCCC(C)C2)no1 (configuration not stated)	-1	10	-6	9	0	6	3	29	-2.8	-1
CCCCOP(=O)(OCCCC)C(O)c1ccc(N(C)C)cc1 (configuration not stated)	-9	6	0	21	-7	3	-13	12	-0.2	4
COc1ccccc1N1CCN(C(=O)c2ccc(Cl)c(S(=O)(=O)N3CCOCC3)c2)CC1	-6	6	-2	-3	-7	-2	7	-19	-4.1	4
Cc1ccc(C)c(OCCC(=O)OCC(=O)NC(=O)NC2CCCCC2)c1	-6	7	0	-1	1	·	-1	·	0.1	3
CC(C)CC(=O)NC(=S)Nc1ccc(N2CCCC2)c(Cl)c1	-27	1	?	-15	10	-3	7	5	-0.6	-3

Overlap with the part before: four entries, then new ones.
SMILES	BoNT F protease	MazF activator	Anthrax LF inh2	CCHF vOTU inh	PrPC TRFRET	3CLpro inhibitor	PriA SSB inh	VHR inh abs	BoNT-A LC inh2	Rv3671c inh
CCCCOP(=O)(OCCCC)C(O)c1ccc(N(C)C)cc1 (configuration not stated)	-9	6	0	21	-7	3	-13	12	-0.2	4
COc1ccccc1N1CCN(C(=O)c2ccc(Cl)c(S(=O)(=O)N3CCOCC3)c2)CC1	-6	6	-2	-3	-7	-2	7	-19	-4.1	4
Cc1ccc(C)c(OCCC(=O)OCC(=O)NC(=O)NC2CCCCC2)c1	-6	7	0	-1	1	·	-1	·	0.1	3
CC(C)CC(=O)NC(=S)Nc1ccc(N2CCCC2)c(Cl)c1	-27	1	?	-15	10	-3	7	5	-0.6	-3
NC(=O)C1CCN(c2nc(-c3ccccc3N)cs2)CC1	-1	3	-6	6	4	·	-3	·	-0.3	3
CCOc1ccc(NS(=O)(=O)c2ccc(C(=O)NCCCN3CCCC3=O)cc2)cc1	7	-2	-4	3	12	-3	-4	9	-0.5	-6
COc1ccc(S(=O)(=O)n2cnc3cc(C)c(C)cc32)cc1	-7	1	-3	8	6	-4	-7	19	-0.9	5
CSc1nc(S(C)(=O)=O)nc2[nH]c(=O)[nH]c12	-3	1	-2	14	-7	·	-9	·	0.1	·
COc1ccc(C2/C=C\CN(C(=O)OCc3ccccc3)CC(=O)N2Cc2ccc(F)cc2)cc1 (configuration not stated)	-10	-17	-2	-3	4	·	-12	4	-0.1	0
COc1ccc(-c2c(NC(C)=O)n(C)c3ccccc3c2=O)cc1	17	-14	-14	-15	-5	0	2	25	?	5
COc1cc2[nH]c(=S)n(Cc3cccs3)c(=O)c2cc1OC	0	-11	-1	-7	-6	-1	-9	15	-0.7	-10
Cc1ccc(S(=O)(=O)N2CCN(Cc3cc(=O)n4ccccc4n3)CC2)c(C)c1	3	0	-5	20	-26	·	1	·	-0.3	4
Cn1c(O)c(/C=N/NC(=O)c2ccncc2)c(=O)n(C)c1=S	?	-21	-10	-2	-4	-5	·	11	-1.8	3
COCCCNC(=S)N/N=C/c1ccc(N(C)C)cc1Cl	?	-8	-14	-19	2	2	·	36	-3.3	-3

Part of the list above, set out differently.
| canonical_smiles | BoNT F protease | MazF activator | Anthrax LF inh2 | CCHF vOTU inh | PrPC TRFRET | 3CLpro inhibitor | PriA SSB inh | VHR inh abs | BoNT-A LC inh2 | Rv3671c inh |
| --- | --- | --- | --- | --- | --- | --- | --- | --- | --- | --- |
| COc1cc2c(c(OC)c1OC)-c1c(cc(OC)c(OC)c1OC)C[C@](C)(O)[C@@H](C)C2 | 0 | 2 | -5 | -2 | -5 | · | -12 | -4 | -0.2 | 0 |
| CCOc1ccc(NS(=O)(=O)c2ccc(C(=O)NCCCN3CCCC3=O)cc2)cc1 | 7 | -2 | -4 | 3 | 12 | -3 | -4 | 9 | -0.5 | -6 |
| Cc1[nH]c2ccc(C(=O)N3CCN(Cc4ccccc4)CC3)cc2c1C | -3 | -19 | -3 | 1 | 4 | -1 | 6 | 18 | 0.4 | -3 |

Screening data: PubChem BioAssay, several laboratories

Some of the compounds tested; the hit share may differ from the screen's.
